GRK2 inh = compounds blocking aptamer binding on GRK2 – biochemical, human GRK2, bead flow cytometry, HTS, primary screen; Beta-adrenergic receptor kinase 1 (Homo sapiens), P25098; FAM-aptamer displacement from GRK2; inhibition of aptamer binding, % at 10 µM; 330,000 compounds, 0.59% hits;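 active = inhibition of aptamer binding above 40%, roughly 3 SD of noise, on plates passing a quality check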;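 also: median bead fluorescence of bound FAM aptamer so fluorescent compounds give negative values; no value below 0 was filed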
GLD-1 RNA inh = GLD-1/TGE RNA complex disruptors, primary screen, biochemical, fluorescence polarization; purified GLD-1 + fluorescein TGE RNA; inhibition, % at 5.96 µM; 320,000 compounds, 0.44% hits; Female germline-specific tumor suppressor gld-1 (Caenorhabditis elegans), Q17339;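 active = percent inhibition above a per-plate cutoff, the plate mean of test compounds plus 3 SD, cut at about 30% in these data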;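 also: 0% = DMSO wells with GLD-1 and probe and 100% = wells lacking GLD-1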
Target sequence (Q17339 whole entry, looked up): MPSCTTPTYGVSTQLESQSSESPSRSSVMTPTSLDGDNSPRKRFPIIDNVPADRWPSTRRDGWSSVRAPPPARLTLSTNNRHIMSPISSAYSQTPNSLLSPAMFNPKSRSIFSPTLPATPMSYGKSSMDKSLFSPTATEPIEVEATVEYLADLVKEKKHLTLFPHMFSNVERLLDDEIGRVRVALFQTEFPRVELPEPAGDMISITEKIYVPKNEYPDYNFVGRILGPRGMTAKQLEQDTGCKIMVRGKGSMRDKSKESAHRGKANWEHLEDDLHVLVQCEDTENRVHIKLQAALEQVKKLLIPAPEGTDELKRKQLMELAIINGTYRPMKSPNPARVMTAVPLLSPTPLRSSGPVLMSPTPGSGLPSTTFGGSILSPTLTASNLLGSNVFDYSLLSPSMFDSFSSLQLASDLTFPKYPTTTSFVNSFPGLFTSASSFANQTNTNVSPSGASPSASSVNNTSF
MEX-5 binding = MEX-5 zinc finger RNA-binding disruptors – biochemical, C. elegans, fluorescence polarization, MLPCN library, primary screen; Zinc finger protein mex-5 (Caenorhabditis elegans), Q9XUB2; MEX-5/FITC-TCR2 RNA binding; stronger effect = lower value; activity score (negative = inhibition of binding), % at 10 µM; 300,000 compounds, 0.38% hits;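 active = inhibition past about -25% in most replicates, and total fluorescence under double the plate's negative control median, limit read from the data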;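 also: 0% = DMSO and -100% = 5 µM competing unlabeled TCR2 RNA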
CIT2 TOR yeast = modulators of CIT2-GFP expression in yeast, primary screen, S. cerevisiae, GFP fusion, multiplex flow cytometry, MLPCN library. S. cerevisiae CIT2-GFP strain, 3 h; 100 means same as DMSO wells. GFP response vs DMSO, % at 10 µM. 320,000 compounds, 0.065% hits;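 active = GFP response relative to DMSO above a set limit, near the screen mean plus 3 SD, cut at about 150% in these data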;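 also: ratio of well median GFP fluorescence to mean of DMSO wells on the plate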
Bcl-xL primary = inhibitors of human Bcl-xL, primary screen, biochemical, fluorescence polarization, HTS; Bcl-2-like protein 1 (Homo sapiens), Q07817; GST-Bcl-xL / FITC-Bim BH3 peptide fluorescence polarization; inhibition, % at 10.9 µM; 320,000 compounds, 0.7% hits; AID 2129, 2009;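 active = inhibition above the mean of all tested compounds plus 3 SD, cutoff set per campaign, cut at about 30% in these data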;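 also: 0% = DMSO wells and 100% = unlabeled Bim-BH3 peptide competitor; inhibitors lower millipolarization by displacing the labeled peptide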
Target sequence (Q07817 whole entry, looked up): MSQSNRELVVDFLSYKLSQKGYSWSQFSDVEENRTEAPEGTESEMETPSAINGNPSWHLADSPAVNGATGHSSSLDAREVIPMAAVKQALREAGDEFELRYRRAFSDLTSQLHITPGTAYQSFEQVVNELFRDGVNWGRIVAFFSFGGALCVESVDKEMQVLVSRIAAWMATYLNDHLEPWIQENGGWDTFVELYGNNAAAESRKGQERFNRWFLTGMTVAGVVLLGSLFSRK
Fam108B counter = mouse Fam108B serine hydrolase inhibitors, primary screen, counter-screen for RBBP9 inhibitor project, biochemical, fluorescence polarization; recombinant Fam108B, FP-Rh probe fluorescence polarization; inhibition, % at 9.51 µM; 300,000 compounds, 0.33% hits;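 active = inhibition above the screen mean inhibition plus 3 SD, computed separately per campaign, cut at about 18% in these data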;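 also: inhibitors lower polarization as less probe binds the enzyme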
MCL1 BIM primary = inhibitors of MCL1 binding to BIM-BH3, primary screen, biochemical, fluorescence polarization; inhibition, % at 10.9 µM; GST-MCL1 / FITC-Bim-BH3 fluorescence polarization; 320,000 compounds, 0.68% hits;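 active = inhibition above the mean inhibition of all tested compounds plus 3 SD, set per campaign, cut at about 40% in these data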;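 also: 0% = DMSO wells and 100% = unlabeled Bim-BH3 peptide control; higher means more loss of mP so more displacement of Bim peptide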
Target sequence (Q07820 whole entry, looked up): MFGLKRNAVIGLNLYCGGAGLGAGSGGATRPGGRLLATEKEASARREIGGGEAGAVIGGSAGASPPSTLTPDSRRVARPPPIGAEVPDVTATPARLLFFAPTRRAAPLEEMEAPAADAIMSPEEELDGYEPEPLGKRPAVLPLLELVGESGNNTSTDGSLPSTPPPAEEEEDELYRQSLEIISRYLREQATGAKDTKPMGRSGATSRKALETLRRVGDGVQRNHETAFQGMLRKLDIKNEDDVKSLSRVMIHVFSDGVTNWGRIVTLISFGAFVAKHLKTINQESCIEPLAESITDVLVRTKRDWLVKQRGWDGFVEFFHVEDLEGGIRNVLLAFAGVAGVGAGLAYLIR
VLA-4 inh = inhibition in human VLA-4 binding assay, primary screen, VLA-4 allosteric modulator project, MLPCN library, flow cytometry, VLA-4 expressing cells; Integrin alpha-4 (Homo sapiens), P13612; ligand binding flow cytometry; inhibition, % (about 7 µM as worked out from the volumes in the protocol); 330,000 compounds, 0.2% hits; AID 2557, 2010; in the data active = inhibition above about 50%
AGP1-GFP MLPCN = modulators of AGP1-GFP expression in yeast TOR pathway, primary screen, cell-based, multiplex flow cytometry, S. cerevisiae, MLPCN library; 3 h; GFP as percent of DMSO wells; GFP response vs DMSO, % at 10 µM; 320,000 compounds, 0.02% hits;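 active = GFP response relative to DMSO above a set limit, near screen average plus 3 SD, cut at about 150% in these data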;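 also: median GFP channel fluorescence of the gated AGP1 strain per well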
* = called active by the depositor; · = not tested or not shown.

Structure | MEX-5 binding | GLD-1 RNA inh | AGP1-GFP MLPCN | Bcl-xL primary | GRK2 inh | VLA-4 inh | Fam108B counter | MCL1 BIM primary | CIT2 TOR yeast
Cn1c(=O)oc2cc(S(=O)(=O)N3CCC4(CC3)OCCO4)ccc21 | 4.3 | -8 | 103 | -10 | 5 | -54 | 7 | -26 | 111
Cc1ccc(S(=O)(=O)N2CCCC(C(=O)NCc3ccccc3F)C2)cc1 (centres undefined) | 0.1 | -2 | 100 | 8 | 0 | -5 | 0 | -2 | 97
COC(=O)c1c(C)[nH]c(C(=O)OCC(=O)N(CC(C)C)c2c(N)n(Cc3ccccc3)c(=O)[nH]c2=O)c1C | 4.9 | -9 | 99 | -18 | 0 | -5 | 1 | -30 | 85
CCOC(=O)CSc1nnc(Cn2nnc3ccccc32)n1-c1ccc(F)cc1 | 1.3 | -5 | 110 | -4 | 3 | -4 | 0 | -4 | 94
COc1ccc(NC(=O)c2cccs2)c([N+](=O)[O-])c1 | -0.7 | -1 | 94 | 6 | 1 | 7 | 3 | -1 | 109
Cc1cc(C)n(/N=C/c2ccco2)c(=O)c1C#N | -0.1 | 8 | 109 | 15 | 17 | -11 | 3 | 17 | 117
CC12CN(C(=S)Nc3ccccc3)CC(C)(CN(C(=S)Nc3ccccc3)C1)C2=O | 2.3 | -1 | 105 | -16 | 0 | 7 | 1 | -9 | 109
CC(C)c1ccc(NC(=O)C2CCN(S(C)(=O)=O)CC2)cc1 | 0.0 | 3 | 97 | -1 | 2 | 10 | 1 | 8 | 93
CCOC(=O)N1CCC(NC(=O)C2CCN(S(=O)(=O)N3CCCC3)CC2)CC1 | 0.6 | -2 | 98 | 5 | 6 | 14 | 7 | 7 | 99
Cc1ccc(OCC(=O)NCCO)c(Br)c1 | -3.1 | -1 | 99 | 6 | 0 | -1 | 1 | 2 | 95
COc1ccc(C(=O)N2CCN(C(C)=O)CC2)cc1S(=O)(=O)NCc1ccc(Cl)cc1 | 0.4 | -5 | 106 | 9 | 0 | 3 | -1 | 8 | 108
Cc1cc(OCCCCCNCCO)cc(C)c1Cl | 0.5 | 0 | 94 | 3 | 0 | 18 | 3 | 8 | 92
O=C(Nc1ccc(Cl)cc1)OCc1cc(-c2ccccc2Cl)on1 | -0.7 | 18 | 104 | 4 | 1 | 6 | 3 | 2 | 92
Cc1ccc(C(=O)Cn2nc(C)c([N+](=O)[O-])c2C)c(C)c1 | 2.0 | 1 | 95 | 3 | 0 | 1 | 3 | 2 | 91
Cc1cc(Cl)ccc1NC(=O)c1ccc2c(c1)OCO2 | -0.5 | 1 | 100 | 8 | 2 | 9 | 0 | 7 | 102
COc1cc(OC)c(C(=O)COc2ncnc3ccccc23)c(OC)c1 | 0.5 | 1 | 107 | 2 | 5 | -4 | 0 | 2 | 115
COc1ccc(S(=O)(=O)NCCSCc2cccc(C)c2)cc1Br | -0.6 | -6 | 102 | 4 | 3 | -9 | -4 | 1 | 105
O=C(NCCc1cn2ccccc2n1)C1CCCCC1 | -1.4 | 4 | 97 | 0 | 2 | 17 | -2 | -1 | 95
CCc1ccc2oc(=O)cc(CN(C)Cc3ccccc3)c2c1 | 0.8 | -1 | 98 | 0 | 4 | 21 | 2 | 1 | 118
Cc1c(C(=O)N(C)CC(=O)Nc2cccc(F)c2)oc2c(Cl)cccc12 | -1.4 | 7 | 104 | 7 | 2 | 34 | -2 | -3 | 90
COc1ccc(CCNc2ccc(S(=O)(=O)N3CCN(C)CC3)cc2[N+](=O)[O-])cc1 | 4.4 | 5 | 97 | 0 | 0 | 13 | 7 | -4 | 92
CCOC(=O)N1CCC(NC(=O)c2ccc(CS(=O)(=O)c3c(Cl)cccc3Cl)o2)CC1 | 0.1 | 2 | 99 | 3 | 3 | 34 | 1 | 3 | 99
CC(=O)c1ccc(N2CCN(S(=O)(=O)c3c(C(=O)N4CCCC4)c(C)n(C)c3C)CC2)cc1 | 0.1 | 2 | 101 | 5 | 0 | 1 | 1 | 0 | 102
Cc1cc(C)nc(SCCn2c(N3CCCCC3)nc3c2c(=O)n(C)c(=O)n3C)n1 | -2.5 | 3 | 99 | -6 | 0 | 7 | 5 | -2 | 98
Cc1cccc(N2CCN(Cc3nc(C4CC4)no3)CC2)n1 | 0.3 | 1 | 104 | 2 | 0 | 18 | 2 | 5 | 97
Cc1cc(=O)oc2c(C)c(OC(=O)c3ccco3)ccc12 | -0.7 | 3 | 89 | 4 | 0 | 9 | 0 | 2 | 92
Cc1ccc([N+](=O)[O-])cc1NC(=S)NC(=O)C(C)(C)C | -0.5 | 2 | 100 | 6 | 3 | -6 | 6 | 5 | 97
Cc1cccc(CSCCNC(=O)c2ccc(N(C)S(=O)(=O)c3ccccc3)cc2)c1 | -0.5 | -3 | 99 | 4 | 0 | -14 | -15 | 4 | 104
CCOC(=O)C1CCN(C(=O)CCc2c(C)nc3c(-c4ccc(F)cc4)c(C)nn3c2C)CC1 | -1.4 | 1 | 102 | 5 | 2 | -2 | 1 | 9 | 103
Cc1ccc(-c2c[n+](CC(=O)Nc3ccccc3C)c3n2CCC3)cc1 | · | 5 | 101 | -2 | 0 | -3 | 1 | -1 | 96
COc1ccccc1/C=C1\N=C(C(C)(C)C)OC1=O | 1.2 | -3 | 89 | 7 | 2 | 4 | 0 | -1 | 97
CCN(CC)C(=O)CSc1nc(O)cc(=O)n1C | -2.0 | 5 | 97 | 3 | 0 | 5 | 3 | 6 | 100

For convenience, ten of the compounds above:
Structure | MEX-5 binding | GLD-1 RNA inh | AGP1-GFP MLPCN | Bcl-xL primary | GRK2 inh | VLA-4 inh | Fam108B counter | MCL1 BIM primary | CIT2 TOR yeast
Cc1c(C(=O)N(C)CC(=O)Nc2cccc(F)c2)oc2c(Cl)cccc12 | -1.4 | 7 | 104 | 7 | 2 | 34 | -2 | -3 | 90
COc1ccc(CCNc2ccc(S(=O)(=O)N3CCN(C)CC3)cc2[N+](=O)[O-])cc1 | 4.4 | 5 | 97 | 0 | 0 | 13 | 7 | -4 | 92
CCOC(=O)N1CCC(NC(=O)c2ccc(CS(=O)(=O)c3c(Cl)cccc3Cl)o2)CC1 | 0.1 | 2 | 99 | 3 | 3 | 34 | 1 | 3 | 99
CC(=O)c1ccc(N2CCN(S(=O)(=O)c3c(C(=O)N4CCCC4)c(C)n(C)c3C)CC2)cc1 | 0.1 | 2 | 101 | 5 | 0 | 1 | 1 | 0 | 102
Cc1cc(C)nc(SCCn2c(N3CCCCC3)nc3c2c(=O)n(C)c(=O)n3C)n1 | -2.5 | 3 | 99 | -6 | 0 | 7 | 5 | -2 | 98
Cc1cccc(N2CCN(Cc3nc(C4CC4)no3)CC2)n1 | 0.3 | 1 | 104 | 2 | 0 | 18 | 2 | 5 | 97
Cc1cc(=O)oc2c(C)c(OC(=O)c3ccco3)ccc12 | -0.7 | 3 | 89 | 4 | 0 | 9 | 0 | 2 | 92
Cc1ccc([N+](=O)[O-])cc1NC(=S)NC(=O)C(C)(C)C | -0.5 | 2 | 100 | 6 | 3 | -6 | 6 | 5 | 97
Cc1cccc(CSCCNC(=O)c2ccc(N(C)S(=O)(=O)c3ccccc3)cc2)c1 | -0.5 | -3 | 99 | 4 | 0 | -14 | -15 | 4 | 104
CCOC(=O)C1CCN(C(=O)CCc2c(C)nc3c(-c4ccc(F)cc4)c(C)nn3c2C)CC1 | -1.4 | 1 | 102 | 5 | 2 | -2 | 1 | 9 | 103

Next part
Structure | MEX-5 binding | GLD-1 RNA inh | AGP1-GFP MLPCN | Bcl-xL primary | GRK2 inh | VLA-4 inh | Fam108B counter | MCL1 BIM primary | CIT2 TOR yeast
CN1CCc2cc(O)c(O)cc2C(c2ccccc2)C1 (centres undefined) | · | 8 | 89 | 0 | 0 | 26 | 2 | -3 | 88
O=[N+]([O-])c1ccc(Cl)c(CN2CCN(c3ncccn3)CC2)c1 | -0.4 | 7 | 102 | 1 | 1 | -1 | -2 | 7 | 101
Nc1cc(-c2nc3ncccc3o2)ccc1Cl | 0.0 | 7 | 93 | 3 | 0 | -1 | 3 | 10 | 99
CN(C)C1(CNC(=O)c2cccc(S(=O)(=O)Nc3ccc(Br)cc3)c2)CCCCC1 | 2.3 | -1 | 104 | 3 | 0 | 9 | 2 | 3 | 90
CCOc1ccc(NS(=O)(=O)c2cc(C)c(C)cc2C)cc1 | -1.6 | -10 | 96 | 4 | 0 | 3 | 0 | 2 | 76
CCOc1ccccc1N(CC(=O)Nc1ccccc1C(=O)N1CCCC1)S(C)(=O)=O | 2.0 | 7 | 103 | -2 | 0 | -1 | -3 | 3 | 110
CCCCc1nc(SCC(=O)N2CCCCC2)c2c(=O)n(C)c(=O)n(C)c2n1 | 1.4 | 1 | 101 | 0 | 2 | 15 | 0 | -2 | 90
Cc1nc2ccccc2n1S(=O)(=O)c1cc(C(=O)O)ccc1Cl | -0.4 | 1 | 104 | 6 | 0 | 9 | -5 | 2 | 104
CS(=O)(=O)N1CCCC(C(=O)Nc2ccccc2Cl)C1 (centres undefined) | 0.3 | 5 | 100 | 2 | 2 | 13 | 2 | 11 | 103
COc1cc(NC(=O)C2CCN(S(=O)(=O)c3ccc(Cl)cc3)CC2)ccc1-n1cnnn1 | 2.3 | -4 | 92 | 1 | 0 | 6 | 7 | 3 | 93
CC(=O)Oc1ccc(N(C(C)=O)S(=O)(=O)c2ccc3ccccc3c2)cc1 | 0.3 | 0 | 90 | 5 | 12 | 4 | -3 | -4 | 96
CCC1=Nc2cc(C(=O)NCc3ccco3)ccc2Sc2ccc(C)cc21 | 1.3 | 5 | 95 | 3 | 1 | 33 | -3 | -1 | 94
C=CCn1c(SCC(=O)c2ccc(Cl)cc2)nnc1-c1ccc2c(c1)OCO2 | 0.7 | -5 | 93 | -6 | 6 | 7 | -1 | -11 | 90
COc1ccc(C(=O)N/N=C/c2ccc(OC)c(CN3CCc4cc(OC)c(OC)cc4C3C)c2)cc1 (centres undefined) | 1.7 | -5 | 98 | 1 | 0 | 6 | -9 | 3 | 106
CC(C)(C)NC(=O)Cn1c(SCC(=O)NC2CCCCC2)nc2ccccc21 | -1.2 | 8 | 103 | 2 | 3 | 1 | 3 | -1 | 104
CC(C)CCc1c(O)nc(SCC(C)C)[nH]c1=O | 0.8 | -6 | 100 | 2 | 2 | -3 | 3 | 5 | 93
CSc1ccc(S(=O)(=O)NC2CC3CCC2C3)cc1 (centres undefined) | -1.7 | 2 | 109 | 2 | 0 | 2 | 7 | -5 | 109
Cc1cc(N2CCOCC2)nc2ccc(NC(=S)N3CCN(Cc4ccccc4)CC3)cc12 | -0.7 | -3 | 103 | 5 | 1 | -3 | 1 | 13 | 99
